Bioassay records from PubChem BioAssay.
Diaph inh CS – diaphorase inhibition or chemical oxidation counter-screen; AID 1217; diaphorase resazurin-to-resorufin fluorescence, NADH, 16 min; bacterial (C. kluyveri) enzyme, not human; 190,000 tested, 0.69% active; inhibition, % at 20 µM;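 active = primary screen inhibition at 20 µM above a set limit, cut at about 50% in these data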;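 also: plate controls were DMSO with full reaction for no effect and wells lacking NADH for full effect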
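Assay system – diaphorase enzyme from Clostridium kluyveri · Amount – diaphorase 0.14 U/mL (working solution) · Times – reaction incubation of 16 min at room temperature · Controls – No-NADH positive control and DMSO neutral control · Signal – resorufin fluorescence 544/590 nm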
APP transl inh – APP translation inhibition | AID 1285 | 190,000 tested, 0.82% active | SH-SY5Y APP 5'UTR-luciferase reporter, luminescence | inhibition, % at 2 µM;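 active = inhibition above a set limit, derived from the sample mean plus 3 SD, cut at about 45% in these data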; also: values of inactives mirror those of a sister screen read the other way
Diaphorase act – activates diaphorase or chemically reduces, flagging diaphorase assay artifacts; 190,000 tested, 0.005% active; Diaphorase/resazurin coupled assay, resorufin fluorescence, 16 min; hits give high values; 1 = vehicle wells, 0 = NADH-free wells; AID 1229; activation factor at 20 µM;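 active = diaphorase activity raised at least twofold by the compound at 20 µM; inactive = activation factor below 2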
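Measured by – red resorufin fluorescence at 544/590 nm excitation/emission · Test system – Clostridium kluyveri diaphorase, purified enzyme · Incubation – reaction time 16 min, room temperature · Buffer or medium – 50 mM HEPES pH 7.4 with 4.542 mM MgCl2, 0.005% Tween 20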
FLuc inh counter – counter-screen for luciferase assay inhibitors: firefly luciferase inhibition. P08659. ATPLite firefly luciferase biochemical luminescence, 10 min. 200,000 tested, 1.5% active. inhibition, % at 10 µM;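 active = inhibition above about 50% when tested at 10 µM, limit read from the data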
FLuc stim CS – affects firefly luciferase, flagging false hits in luciferase stimulation screens; P08659; ATPlite luciferase biochemical, luminescence, 10 min; 0 = ATP-free wells, 1 = DMSO control; activation factor at 10 µM; 200,000 tested, under 10 active; AID 1027;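 active = luciferase activation factor, scaled between plate controls, of at least 2 with compound at 10 µM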
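System: cell-free luciferase reagent; medium: PBS as buffer for the ATP substrate; doses: test compounds dosed from 2 mM stocks in 100% DMSO; incubation: 10 min, room temperature; measured by: luminescence from luciferase reaction; read-out: luciferase activation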
APP 5'UTR act – activates APP 5'UTR luciferase reporter. SH-SY5Y APP 5'UTR luciferase reporter, luminescence; zero percent = DMSO vehicle wells. activation, % at 2 µM. 190,000 tested, 1% active;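 active = activation above a set limit, based on mean plus 3 SD of controls, cut at about 140% in these data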; also: values of inactives mirror those of a sister screen read the other way
NF-kB expr up – raises NF-kB expression in human neuronal cells | NF-kB reporter expression; hits give high values | 190,000 tested, 1.6% active | fold change at 12.5 µM; in the data active = fold change above about 3.3
TLR4-MyD88 BLA – inhibitors of human TLR4-MyD88 binding. O00206+Q99836. 200,000 tested, 0.18% active. AID 861. HeLa CL3-4 TLR4/MyD88 BLA complementation, FRET ratio. inhibition, % at 8.4 µM; in the data active = inhibition above about 25%;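 also: 0% = vehicle and 100% = reference inhibitor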
Target sequence (O00206 whole entry, looked up): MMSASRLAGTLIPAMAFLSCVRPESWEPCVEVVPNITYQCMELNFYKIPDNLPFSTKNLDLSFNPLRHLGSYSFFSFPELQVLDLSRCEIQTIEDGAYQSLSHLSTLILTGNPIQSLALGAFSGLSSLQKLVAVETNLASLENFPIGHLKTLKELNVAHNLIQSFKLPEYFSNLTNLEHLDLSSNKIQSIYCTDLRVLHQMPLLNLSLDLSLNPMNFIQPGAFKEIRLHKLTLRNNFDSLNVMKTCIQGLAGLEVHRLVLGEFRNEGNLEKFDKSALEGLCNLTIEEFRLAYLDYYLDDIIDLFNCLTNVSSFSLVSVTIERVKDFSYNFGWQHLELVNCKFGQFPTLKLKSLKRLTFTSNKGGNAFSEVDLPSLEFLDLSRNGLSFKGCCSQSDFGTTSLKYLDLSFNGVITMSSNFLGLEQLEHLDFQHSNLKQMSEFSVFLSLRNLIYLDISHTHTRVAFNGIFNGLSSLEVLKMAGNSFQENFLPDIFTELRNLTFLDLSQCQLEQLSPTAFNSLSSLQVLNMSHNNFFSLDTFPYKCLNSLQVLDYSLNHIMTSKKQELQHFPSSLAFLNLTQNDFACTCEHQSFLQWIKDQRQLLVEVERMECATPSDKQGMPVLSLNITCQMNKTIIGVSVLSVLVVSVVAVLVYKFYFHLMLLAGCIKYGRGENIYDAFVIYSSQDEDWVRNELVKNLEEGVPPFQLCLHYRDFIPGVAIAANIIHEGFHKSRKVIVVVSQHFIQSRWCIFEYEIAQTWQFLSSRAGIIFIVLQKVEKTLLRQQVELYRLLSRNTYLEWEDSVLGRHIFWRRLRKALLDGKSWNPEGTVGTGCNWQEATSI
Target sequence (Q99836 whole entry, looked up): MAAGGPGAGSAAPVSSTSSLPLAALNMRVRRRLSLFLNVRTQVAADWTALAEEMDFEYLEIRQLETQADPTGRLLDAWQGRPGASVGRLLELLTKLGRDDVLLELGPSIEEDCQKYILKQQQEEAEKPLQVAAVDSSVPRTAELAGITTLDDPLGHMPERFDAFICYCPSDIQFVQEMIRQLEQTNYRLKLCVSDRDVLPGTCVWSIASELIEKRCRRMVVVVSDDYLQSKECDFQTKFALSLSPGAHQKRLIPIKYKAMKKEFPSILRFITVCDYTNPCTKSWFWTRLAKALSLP
G6PDH CS – L. mesenteroides G6PDH inhibition counter-screen | inhibition, % at 5 µM | Purified L. mesenteroides G6PDH, diaphorase/resazurin coupled fluorescence, 45 min | 200,000 tested, 0.12% active; in the data active = inhibition above about 50%
STAT1 activator – increases IFN-gamma driven STAT1 reporter signal | NIH 3T3 STAT1-luciferase reporter, luminescence; 100% = IFN-gamma alone, no compound | activation (% of control), % at 5.5 µM | 200,000 tested, 2.6% active | AID 932;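 active = activation above the screen-wide mean activation plus 3 SD, cut at about 130% in these data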;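 also: raw ratio to IFN-gamma control signal so 100% means no change and 0% no light; values of inactives mirror those of a sister screen read the other way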
* = called active by the depositor; x = no result given. Not a hit list. Share with any hit: about 5.6%.

SMILES	Diaph inh CS	APP transl inh	Diaphorase act	FLuc inh counter	FLuc stim CS	APP 5'UTR act	NF-kB expr up	TLR4-MyD88 BLA	G6PDH CS	STAT1 activator
CC(=O)C(C)Oc1ccc2c3c(c(=O)oc2c1)CCCC3 (stereo unspecified)	13	-22	0.9	7	0.9	22	1.3	-12	5	108
Cc1noc(C)c1C(=O)OC(C(=O)NC1CCCC1)c1ccc(F)cc1 (stereo unspecified)	-14	4	1.1	-2	1	-3	1.3	-1	2	96
CCOC(=O)C1=C(O)/C(=C\c2cccs2)N=C1C	8	1	0.9	3	1	-1	1.5	-4	-5	100
CCCN1C(=O)C(O)(CC(=O)c2ccc3c(c2)OCCO3)c2ccccc21 (stereo unspecified)	12	-19	0.9	-3	1	19	0.95	12	13	94
COc1cccc(N2CCN(c3ccc(N4C(=O)CCC4=O)cc3[N+](=O)[O-])CC2)c1	26	3	0.7	-8	1.1	-3	0.89	-1	8	82
COc1cccc(/C=N/n2cnc3ccccc32)c1OC	2	-152	1	6	0.9	152*	4.1*	-10	10	162*
O=C(COC(=O)c1cc2ccccc2oc1=O)Nc1cccc(S(=O)(=O)N2CCCCCC2)c1	5	-20	0.9	-8	1.1	20	1.1	5	3	105
CC1CCc2nn(CC(=O)N3CCCCCC3)cc2C1 (stereo unspecified)	1	-12	1	-1	1	12	1.3	-12	7	98
O=C1CSC(c2cccnc2)N1c1cccc(Cl)c1 (stereo unspecified)	-5	-13	1.1	-9	1.1	13	1.2	3	12	100
Cc1ccc(NC(=O)C2=C(O)c3sccc3N(C)S2(=O)=O)cc1	16	x	0.8	50	0.5	x	1.5	-4	-15	99
O=C(NCC(=O)N(CC1CCCO1)C(C(=O)NC1CCCCC1)c1ccccc1)c1ccco1 (stereo unspecified)	1	-18	1	-10	1.1	18	1.2	10	30	109
Cc1cccc(NC(=O)c2c(C)cc(=O)oc2C)n1	14	-4	0.9	-10	1.1	4	1.1	1	-2	99
COc1ccc(-n2c(C)cc(C(=O)Cn3nnc4ccccc4c3=O)c2C)cc1	20	-18	0.8	0	1	18	1.3	11	6	155*
CCOC(=O)c1ccc(S(=O)(=O)N2CCN(C)CC2)cc1	5	0	0.9	4	1	0	1.3	-1	12	104
CC12CCC(C(=O)N(c3cccc(Cl)c3)C1=O)C2(C)C (stereo unspecified)	9	5	0.9	-6	1.1	-5	1.1	14	5	92
Cc1nnc(NC(=O)CSc2ncn(-c3ccccc3)n2)s1	20	-17	0.8	-4	1	17	1.2	-14	4	99
O=C(Nc1ccccc1)c1ccc2snnc2c1	7	8	0.9	1	1	-8	1.4	9	-2	111
CC(=O)Nc1ccc(/C(C)=N/Nc2nc(N3CCOCC3)nc(N3CCOCC3)n2)cc1	2	8	1	-4	1	-8	0.76	3	-5	90
COc1ccccc1NC(=O)C/C(C)=N/NC(=O)C12CC3CC(CC(C3)C1)C2	5	-14	0.9	-5	1.1	14	1.2	-2	-5	111
Cc1cc(=O)oc2cc(OCc3ccc(C(=O)OCC(=O)Nc4ccc(N(C)C)cc4)cc3)ccc12	-11	-8	1.1	-7	1.1	8	0.98	-4	5	107
O=C(Nc1ccccc1C(=O)NCc1ccccc1)c1ccccc1Br	18	-20	0.8	-6	1.1	20	0.78	-12	11	100
CCC1=NN(C(=O)CCc2ccc3c(c2)OCO3)C(O)(C(F)(F)F)C1 (stereo unspecified)	25	1	0.7	-6	1.1	-1	0.95	-2	8	95
CSc1nc(Sc2cccc(Cl)c2)c2ccccc2n1	9	-9	0.9	-3	1	9	1.2	-1	3	102
CCOc1ccccc1-n1nnnc1SC(C)C(=O)OC (stereo unspecified)	9	5	0.9	-5	1	-5	1.1	2	9	95
CCCCOCCCNC1=NCCCCC1	9	-1	0.9	-2	1	1	1.1	6	-1	95
O=C(CSc1ccc(-c2ccco2)nn1)NCc1ccc(Cl)cc1	14	11	0.9	-6	1.1	-11	1.3	-7	-6	104
O=S(=O)(Nc1cccnc1)c1ccc2c(c1)OCCO2	5	35	0.9	-2	1	-35	1.4	-6	-10	92
Cc1ccc(C(=O)OCC(=O)NCc2cccs2)cc1	5	-16	0.9	7	0.9	16	1	-3	-10	104
CCOC(=O)N1CCN(C(=O)c2ccc(S(=O)(=O)NCc3ccco3)cc2)CC1	10	0	0.9	-3	1	0	0.96	-16	15	90
COC(=O)c1ccc(-c2noc(CN(C)CCC3CCCCO3)n2)cc1 (stereo unspecified)	3	6	1	-7	1.1	-6	1	2	8	95
Cc1cc(NCCCN2CCOCC2)n2ncc(-c3ccc(Cl)cc3)c2n1	5	-47	0.9	-1	1	47	1.1	-5	6	109
COc1ccc(C(=O)Nc2cc(=O)n(C)c(=O)n2C)cc1	-7	2	1.1	-3	1	-2	1.2	-4	4	98
O=C(NCCN1CCCC1)c1ccc(Cl)cc1	14	5	0.9	-8	1.1	-5	1.1	-10	12	101
COc1ccc(C(O)C(CN2CCOCC2)c2ccccc2)cc1F (stereo unspecified)	-9	-7	1.1	-4	1	7	0.97	0	1	109
CCOc1ccc(CNC(=O)CCS(=O)(=O)Cc2cccc(Cl)c2)cc1OC	5	-13	0.9	-10	1.1	13	1.2	1	-6	92
O=C(NN1C(=O)c2ccccc2NC1c1ccccn1)c1ccc(Br)cc1 (stereo unspecified)	4	9	1	-6	1.1	-9	0.95	6	-2	101

An excerpt of these results, with two lines to a compound:
Sequence of screens – Diaph inh CS | APP transl inh | Diaphorase act | FLuc inh counter | FLuc stim CS | APP 5'UTR act | NF-kB expr up | TLR4-MyD88 BLA | G6PDH CS | STAT1 activator
CSc1nc(Sc2cccc(Cl)c2)c2ccccc2n1
  9 | -9 | 0.9 | -3 | 1 | 9 | 1.2 | -1 | 3 | 102
CCOc1ccccc1-n1nnnc1SC(C)C(=O)OC (stereo unspecified)
  9 | 5 | 0.9 | -5 | 1 | -5 | 1.1 | 2 | 9 | 95
CCCCOCCCNC1=NCCCCC1
  9 | -1 | 0.9 | -2 | 1 | 1 | 1.1 | 6 | -1 | 95
O=C(CSc1ccc(-c2ccco2)nn1)NCc1ccc(Cl)cc1
  14 | 11 | 0.9 | -6 | 1.1 | -11 | 1.3 | -7 | -6 | 104
O=S(=O)(Nc1cccnc1)c1ccc2c(c1)OCCO2
  5 | 35 | 0.9 | -2 | 1 | -35 | 1.4 | -6 | -10 | 92
Cc1ccc(C(=O)OCC(=O)NCc2cccs2)cc1
  5 | -16 | 0.9 | 7 | 0.9 | 16 | 1 | -3 | -10 | 104
CCOC(=O)N1CCN(C(=O)c2ccc(S(=O)(=O)NCc3ccco3)cc2)CC1
  10 | 0 | 0.9 | -3 | 1 | 0 | 0.96 | -16 | 15 | 90
COC(=O)c1ccc(-c2noc(CN(C)CCC3CCCCO3)n2)cc1 (stereo unspecified)
  3 | 6 | 1 | -7 | 1.1 | -6 | 1 | 2 | 8 | 95
Cc1cc(NCCCN2CCOCC2)n2ncc(-c3ccc(Cl)cc3)c2n1
  5 | -47 | 0.9 | -1 | 1 | 47 | 1.1 | -5 | 6 | 109
COc1ccc(C(=O)Nc2cc(=O)n(C)c(=O)n2C)cc1
  -7 | 2 | 1.1 | -3 | 1 | -2 | 1.2 | -4 | 4 | 98
O=C(NCCN1CCCC1)c1ccc(Cl)cc1
  14 | 5 | 0.9 | -8 | 1.1 | -5 | 1.1 | -10 | 12 | 101
COc1ccc(C(O)C(CN2CCOCC2)c2ccccc2)cc1F (stereo unspecified)
  -9 | -7 | 1.1 | -4 | 1 | 7 | 0.97 | 0 | 1 | 109
CCOc1ccc(CNC(=O)CCS(=O)(=O)Cc2cccc(Cl)c2)cc1OC
  5 | -13 | 0.9 | -10 | 1.1 | 13 | 1.2 | 1 | -6 | 92
O=C(NN1C(=O)c2ccccc2NC1c1ccccn1)c1ccc(Br)cc1 (stereo unspecified)
  4 | 9 | 1 | -6 | 1.1 | -9 | 0.95 | 6 | -2 | 101

Other results follow:
SMILES	Diaph inh CS	APP transl inh	Diaphorase act	FLuc inh counter	FLuc stim CS	APP 5'UTR act	NF-kB expr up	TLR4-MyD88 BLA	G6PDH CS	STAT1 activator
COc1ccc(CCNC(=O)CCC(=O)Nc2ccc3nc(N4CCN(C)CC4)cc(C)c3c2)cc1OC	-9	3	1.1	-3	1	-3	1.2	-11	9	101
CCOC(=O)CSc1nc2cc3c(cc2cc1C)OCO3	18	6	0.8	-4	1	-6	1.4	1	6	101
COc1cc(SC)ccc1C(=O)Nc1ncc(C)s1	23	-128	0.8	93*	0.1	128	0.9	-1	2	16
CC1(C(=O)NCc2ccc(Cl)c(Cl)c2)Oc2ccccc2NC1=O (stereo unspecified)	8	3	0.9	-6	1.1	-3	1.2	-7	3	91
C/C=C(\C)CN1CCN(c2ccccc2F)CC1	11	9	0.9	-9	1.1	-9	1.3	-4	-1	92
O=c1c2cc(NC(=S)NC3CCN(Cc4ccccc4)CC3)ccc2nc2n1CCCCC2	8	-8	0.9	-5	1.1	8	0.74	-4	-2	103
CC(CSc1nc2ccccc2s1)Cn1c(N2CCCC2)nc2c1c(=O)[nH]c(=O)n2C (stereo unspecified)	15	9	0.9	-4	1	-9	0.86	-8	-37	104
COCCNC(=O)C(C)OC(=O)c1nsc(Cl)c1Cl (stereo unspecified)	5	-13	1	-8	1.1	13	1	-10	3	95
N#C/C(=C/c1ccc(Br)s1)C(=O)NCCc1c[nH]c2ccccc12	10	-2	0.9	-3	1	2	1.1	0	2	94
CCOC(=O)Cc1csc(SCC(=O)NC2CCCCC2)n1	-3	-3	1	-6	1.1	3	0.92	6	0	108
Cc1ccc(C(C)NC(=O)C2CCCO2)cc1C (stereo unspecified)	-17	-3	1.2	-3	1	3	1.1	12	24	98
COc1ccc(-c2cc(C3CC3)nc3sc(C#N)c(N)c23)cc1	16	15	0.8	-6	1.1	-15	0.7	1	-39	104
S=C(Nc1ccccc1)N1CCn2c1nc1ccccc12	21	-20	0.8	0	1	20	1.1	-15	2	101
COc1cccc(CNC(=O)C2=C(C)C(=O)OC23CCC(C)CC3)c1 (stereo unspecified)	-4	-10	1	6	0.9	10	0.86	4	2	92
CCn1c(SCC(=O)N2CCN(c3ccccc3F)CC2)nnc1-c1ccoc1C	14	4	0.9	-1	1	-4	1	1	11	98
C=CCn1c(CNc2ccc(C)cc2)nnc1SCC(=O)N/N=C/c1ccc(O)cc1	8	-2	0.9	6	0.9	2	1.1	12	4	100

Two entries drawn at random from those above, as already listed:
SMILES	Diaph inh CS	APP transl inh	Diaphorase act	FLuc inh counter	FLuc stim CS	APP 5'UTR act	NF-kB expr up	TLR4-MyD88 BLA	G6PDH CS	STAT1 activator
COCCNC(=O)C(C)OC(=O)c1nsc(Cl)c1Cl (stereo unspecified)	5	-13	1	-8	1.1	13	1	-10	3	95
COc1cccc(N2CCN(c3ccc(N4C(=O)CCC4=O)cc3[N+](=O)[O-])CC2)c1	26	3	0.7	-8	1.1	-3	0.89	-1	8	82
